INS promoter inh – inhibitors of insulin promoter-driven GFP, primary screen, imaging, TRM-6 cells (human fetal islet line), eGFP reporter, cell count; reporter expression induced with tamoxifen; inhibition, % at 2 µM; 130,000 tested, 0.9% active; AID 1273, 2008;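 active = inhibition above the mean plus 3 SD, with well images judged a real hit on visual review, cut at about 60% in these data, passing the limit was not always enough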
SDO1 yeast rescue – growth rescue of sdo1-depleted yeast, primary screen, S. cerevisiae, bone marrow failure model | S. cerevisiae sdo1-depleted JHY4D growth rescue, OD600 30 h; hits give high values; pdr5 snq2 efflux-pump mutant strain | z-score at 10 µM | 140,000 tested, 0.21% active;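 active = z-score above 3 at both the 24 hr and the 30 hr optical density reads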;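 note: z-score against mean and SD of all compound wells on the same plate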
SDO1 yeast rescue Rescue 24 h – further read-out of SDO1 yeast rescue, marked with its call; z-score; S. cerevisiae sdo1-depleted JHY4D growth rescue, OD600; measured here: growth rescue at 24 h;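 0 is the plate mean of compound wells and units are plate SD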
The depositor's hits bear a star; x = no result given.

| INS promoter inh | SDO1 yeast rescue Rescue 24 h | SDO1 yeast rescue | SMILES |
| --- | --- | --- | --- |
| -22.2 | -0.41 | -0.52 | O=C(c1ccccc1)N1CCCCC(Sc2nnc3ccccn23)C1=O (configuration not stated) |
| 57.1 | 1.46 | 1.58 | O=C(Nc1cnc2sccn2c1=O)c1ccccc1Cl |
| -225.7 | -0.56 | -0.11 | O=S(=O)(CCc1nc2ccccc2o1)c1ccc(Cl)cc1 |
| -64.9 | 0.27 | -0.42 | CCc1c(C)nc2ncnn2c1N1CCC(C(=O)NCc2cccc(OC)c2)CC1 |
| -62.8 | -0.26 | -0.23 | CCN(CC)c1ccc(NC(=O)c2ccco2)c(C)c1 |
| -20.0 | 0.47 | 0.93 | CCOc1ccccc1N1CCN(Cc2cccc(OC)c2O)CC1 |
| 15.0 | x | x | O=C1N(Cc2cccc(Cl)c2)C[C@@H]2C[C@@H](c3cccc4ncccc34)N3CCC[C@@]123 |
| 2.9 | 2.24 | 1.79 | Cc1ccc(-c2nn(C)c(=O)c3ccccc23)cc1CNC(=O)CN1CCOCC1 |
| 14.3 | -0.34 | 0.06 | COc1ccccc1N(CN1CCCC1=O)C(=O)c1c(F)cccc1Cl |
| 21.6 | 0.12 | -1.22 | CN(C)c1nc(Nc2ccc(Cl)cc2)nc(OCC#N)n1 |
| x | 1 | 1.1 | O=C(NC(=S)NCCCN1CCOCC1)c1ccc([N+](=O)[O-])cc1 |
| -14.3 | 0.25 | -0.48 | Cc1cc(C)cc(C(=O)NCC(=O)OCC(=O)c2cc(C)n(CC(F)(F)F)c2C)c1 |
| x | -0.88 | -0.78 | CCOC(=O)c1nc(N2CCN(C(=O)OCC)CC2)c2c3c(sc2n1)CCCC3 |
| -70.0 | x | x | O=C1CC(N2CCN(c3ccccc3)CC2)C(=O)N1Cc1ccc(Cl)cc1 (configuration not stated) |
| 50.0 | -0.46 | 0.06 | CCN1CCN(S(=O)(=O)c2cccc3nsnc23)CC1 |
| -6.7 | x | x | CCc1cccc(CC)c1NC(=S)NCCc1ccc(O)c(O)c1 |
| x | 0.19 | 0.08 | C=C(C)CSC1=C(C#N)C(c2ccsc2)CC(=O)N1 (configuration not stated) |
| x | -1.64 | -1.48 | O=C1/C(=C\c2cccnc2)CN(Cc2ccccc2)C/C1=C\c1cccnc1 |
| x | 2.19 | 1.67 | Cn1nnnc1SCC(=O)NCCc1ccc(Cl)cc1 |
| 18.8 | -0.52 | -2.04 | O=[N+]([O-])c1ccc(/C=N/Nc2nc(-c3ccccc3)c3cc(Br)ccc3n2)o1 |
| x | -0.82 | -0.1 | COc1ccc(C2N=C(Nc3ccc(C)cc3)Nc3nc(C)cc(=O)n32)cc1 (configuration not stated) |
| x | -0.5 | -1.54 | CCOC(=O)c1ccccc1NC1c2ccccc2C(=O)N1c1cc(C)ccn1 (configuration not stated) |
| 60.0 | -0.12 | -0.15 | COc1ccc(-c2cc(=O)n(-c3nc4ccccc4[nH]3)[nH]2)cc1 |
| 5.6 | 1.3 | 1.11 | CC(NC(=O)c1ccc2c(c1)OCO2)C(c1cccs1)N1CCOCC1 (configuration not stated) |
| -36.4 | -0.32 | 0.02 | COc1ccc2ccccc2c1C1CC(=O)N2CN(C)CSC2=C1C#N (configuration not stated) |
| x | 1.1 | 1.09 | Cc1cccc2c1CC(C)(C)N=C2C1=C(O)CCCC1=O |
| 35.1 | -0.29 | 0.25 | O=C(COC(=O)CN1C(=O)c2ccccc2C1=O)Nc1ccc(S(=O)(=O)N2CCCC2)cc1 |
| -41.7 | x | x | CS(=O)(=O)c1ccc(C(=O)N2CCc3ccccc3C2)cc1 |
| x | -0.05 | -0.66 | COc1ccc(NS(=O)(=O)c2cc([N+](=O)[O-])ccc2N/N=C\c2c(C)[nH]c3ccccc23)cc1 |
| 21.9 | -0.02 | 0.32 | O=C(O)C1CCC(N2C(=O)C3CCCCC3C2=O)CC1 (configuration not stated) |
| -42.9 | x | x | CCCCNC(=O)N1CCN(S(C)(=O)=O)CC1 |
| 37.0 | -0.33 | -0.02 | CCOC(=O)c1c(C)oc2c(CC(=O)c3ccccc3)c(Cl)c(O)c(O)c12 |
| x | -0.65 | -0.64 | COC(=O)c1ccccc1NC(=O)Cn1cc2c(n1)CCC(C)C2 (configuration not stated) |
| -2.7 | -0.82 | -0.07 | CCOc1ccc(C(C)(O)CN2CCOCC2)cc1 (configuration not stated) |
| 50.0 | -0.7 | 0.3 | CNC(=S)Nc1ccc(C)cc1 |
| -27.3 | -0.15 | 0.29 | CNC(=S)NCCC(c1ccccc1)c1ccccc1 |
| 22.6 | 0.22 | 1.01 | Cc1ccc(F)cc1NC(=O)c1ccc2c(c1)OCO2 |
| 29.4 | x | x | Nc1c(N2CCCCC2)c2ccccc2oc1=O |
| x | -0.13 | -0.74 | O=C(CC1Sc2ccccc2NC1=O)OCC(=O)N1CCc2ccccc21 (configuration not stated) |
| 45.7 | -0.23 | 0.61 | CCCC(=O)Nc1nnc(SCC(=O)NCc2cccs2)s1 |
| x | -1.34 | -2.4 | CCCCNC(=S)NC(=O)c1ccc([N+](=O)[O-])cc1 |
| 58.8 | x | x | Clc1ccc2c(Cl)c(-c3nnc(-c4ccccc4)o3)sc2c1 |
| x | -0.53 | -0.35 | COc1ccc(CN2C(=O)CCC2(C)C(=O)NC2CCCCCC2)cc1 (configuration not stated) |
| -9.7 | -0.44 | 0.24 | CCC(c1nnnn1Cc1cccs1)N1CCN(C2CCCC2)CC1 (configuration not stated) |
| -57.1 | x | x | CCCCCCCC[n+]1cccc2c3ccccc3ccc21 |
| 0.0 | -1.22 | -1.8 | COc1ccc(NC(=O)c2cc(S(=O)(=O)N3CCCCC3)ccc2N2CCCCC2)cn1 |
| 7.1 | -0.35 | 0.14 | CCOC(=O)C(/C=C(\C#N)C(=O)OCC)=C(/N)N1CCN(c2ccccc2)CC1 |
| -23.1 | -0.86 | -0.03 | S=C(NCCCN1CCOCC1)NCCCN1CCOCC1 |
| x | 0.34 | 0.77 | COc1ccccc1COCC(O)CNCC1(N2CCCCC2)CCCCC1 (configuration not stated) |
| x | 0.05 | 0.63 | CCCCC(=O)Nc1ccc2c(c1)C(=O)NC2=O |

An excerpt of these results, with two lines to a compound.
Second line of a record – INS promoter inh	SDO1 yeast rescue Rescue 24 h	SDO1 yeast rescue
- CCCCCCCC[n+]1cccc2c3ccccc3ccc21
→ -57.1	x	x
- COc1ccc(NC(=O)c2cc(S(=O)(=O)N3CCCCC3)ccc2N2CCCCC2)cn1
→ 0.0	-1.22	-1.8
- CCOC(=O)C(/C=C(\C#N)C(=O)OCC)=C(/N)N1CCN(c2ccccc2)CC1
→ 7.1	-0.35	0.14

Next results follow.
| INS promoter inh | SDO1 yeast rescue Rescue 24 h | SDO1 yeast rescue | SMILES |
| --- | --- | --- | --- |
| -25.0 | -0.63 | -0.39 | Cc1ccccc1NC(=O)/C(=C\c1cccs1)NC(=O)c1ccco1 |
| 0.0 | -0.99 | -0.39 | CN(C1CCS(=O)(=O)C1)S(=O)C12CC3CC(CC(C3)C1)C2 (configuration not stated) |
| 60.0 | -0.44 | 0.43 | Cc1ccc(S(=O)(=O)N2C(=O)CCC2C(=O)Nc2ccc3c(c2)OCCO3)cc1 (configuration not stated) |
| 0.0 | 0.41 | -0.4 | COCCn1c(C)cc(C2=NNC(=Nc3ccc(Cl)cc3Cl)SC2)c1C |
| x | -0.63 | -0.44 | CCOC(=O)c1c(N)sc(C(=O)N2CCCCCC2)c1C |
| -41.2 | x | x | O=C(COc1ccccc1[N+](=O)[O-])OC1CCS(=O)(=O)C1 (configuration not stated) |
| -25.0 | x | x | O=C(O)CC1NC(=O)N(C2CCCCC2)C1=O (configuration not stated) |
| -463.6 | x | x | O=C(O)CC(NC(=O)c1ccc2c(c1)OCO2)c1cccc([N+](=O)[O-])c1 (configuration not stated) |
| -5.0 | x | x | O=[N+]([O-])c1cc(-c2ccc(C(=S)N3CCOCC3)o2)ccc1Cl |
| x | 0.01 | 0.38 | O=C(COC(=O)c1cc(S(=O)(=O)N2CCCCC2)ccc1N1CCOCC1)NC1CCCCC1 |
| 27.8 | x | x | Cc1[nH]c2ccc(C(=O)NCC(C)(C)N3CCOCC3)cc2c1C |
| x | 0.36 | 0.47 | COc1ccc(CCC(C)NCC2CCCCC2)cc1 (configuration not stated) |
| -33.3 | x | x | CCc1ccc(NC(=O)C(=O)N/N=C(\C)CC(=O)Nc2ccc(OC)cc2)cc1 |
| x | -0.18 | 0.19 | CCCC1CCC(=NNC(=O)OC(C)(C)C)CC1 (configuration not stated) |
| -50.0 | 0.14 | 1.81 | CCCCC(O)(CCN1CCOCC1)c1ccc(Cl)cc1 (configuration not stated) |
| x | -0.18 | 0.8 | CCC1Oc2ccccc2N(CC(=O)NCCCN2CCCCC2CC)C1=O (configuration not stated) |
| 20.0 | 0.33 | 0.43 | O=C(COC(=O)c1ccc2ncsc2c1)Nc1ncc(Cl)cc1Cl |
| -46.7 | -0.59 | -0.32 | CSc1nc2c(c(=O)n1-c1ccc(F)cc1)SCC2 |
| x | -1.14 | -0.46 | O=C(NCCc1ccccc1)C(c1cccs1)N(C(=O)c1csnn1)C1CC1 (configuration not stated) |
| 22.7 | -0.53 | -0.06 | CC1CCN(S(=O)(=O)c2cccc(C(=O)N(C)C3CCS(=O)(=O)C3)c2)CC1 (configuration not stated) |
| -5.0 | x | x | COC(=O)C[N+](C)(C)C/C=C\c1ccccc1 |
| x | 0.02 | 0.13 | Cc1ccc(NC(=O)COC(=O)c2ccc3c(c2)NC(=O)C2CCCN32)cc1C (configuration not stated) |
| -55.6 | -1.41 | -1.59 | O=C(COc1ccc([N+](=O)[O-])cc1)N(Cc1ccccc1)Cc1ccccc1 |
| 21.4 | -0.45 | -0.05 | COC(=O)c1cc(NC2c3ncccc3C(=O)N2Cc2ccccc2)cc(C(=O)OC)c1 (configuration not stated) |
| -16.1 | -1.37 | -1.25 | O=C(/C=C/c1cccc([N+](=O)[O-])c1)NCCSc1ccccc1 |

Sorted by value in SDO1 yeast rescue (rising): some entries from above
| INS promoter inh | SDO1 yeast rescue Rescue 24 h | SDO1 yeast rescue | SMILES |
| --- | --- | --- | --- |
| -46.7 | -0.59 | -0.32 | CSc1nc2c(c(=O)n1-c1ccc(F)cc1)SCC2 |
| -23.1 | -0.86 | -0.03 | S=C(NCCCN1CCOCC1)NCCCN1CCOCC1 |
| 35.1 | -0.29 | 0.25 | O=C(COC(=O)CN1C(=O)c2ccccc2C1=O)Nc1ccc(S(=O)(=O)N2CCCC2)cc1 |
| -20.0 | 0.47 | 0.93 | CCOc1ccccc1N1CCN(Cc2cccc(OC)c2O)CC1 |

Returning to the listing; the 3 compounds before the break are reprinted first.
| INS promoter inh | SDO1 yeast rescue Rescue 24 h | SDO1 yeast rescue | SMILES |
| --- | --- | --- | --- |
| -55.6 | -1.41 | -1.59 | O=C(COc1ccc([N+](=O)[O-])cc1)N(Cc1ccccc1)Cc1ccccc1 |
| 21.4 | -0.45 | -0.05 | COC(=O)c1cc(NC2c3ncccc3C(=O)N2Cc2ccccc2)cc(C(=O)OC)c1 (configuration not stated) |
| -16.1 | -1.37 | -1.25 | O=C(/C=C/c1cccc([N+](=O)[O-])c1)NCCSc1ccccc1 |
| -11.4 | 0.46 | 0.13 | CCOc1ccc(NC(=O)N2CCC(C(=O)c3ccc(F)cc3)CC2)cc1 |
| 11.1 | x | x | OCCC1CN(Cc2c(O)ccc3ccccc23)CCN1CCc1ccccc1 (configuration not stated) |
| x | 0.06 | 0.49 | N=c1sccn1CC(=O)NCCc1ccc(Cl)cc1 |
| -4.3 | -1.28 | 0.84 | CCCCn1c(CCC(=O)O)nc2c1c(=O)[nH]c(=O)n2CCC |
| 6.1 | 0.27 | 0.12 | CN(C)c1ccc(CNn2cnnc2SCc2ccc(F)cc2)cc1 |
| -29.0 | -0.06 | -0.01 | Cc1ccc(C)c(N2CCN(C(=O)CNS(=O)(=O)c3cccs3)CC2)c1 |
| x | -1.08 | -1.8 | C/C=C/c1ccc(OCCSc2nc(C)cc(=O)[nH]2)c(OC)c1 |
| -40.0 | 0.23 | -0.47 | C=CCNC(=O)c1ccccc1NC(=O)c1ccc(Cl)c(S(=O)(=O)Nc2cccc(C)c2C)c1 |
| 30.8 | -0.58 | 0.16 | CCCCN(C)CCCNC(=O)CS(=O)Cc1nc(-c2ccc(OC)c(OC)c2)oc1C (configuration not stated) |
| 3.6 | -0.17 | -0.52 | Clc1cccc(N=C2NN=C(c3ccc4c(c3)OCCO4)CS2)c1 |
| -10.0 | -0.52 | -0.22 | COc1cc(OC)cc(-c2nc3nc(C)c(CCC(=O)O)c(C)n3n2)c1 |
| -14.3 | -0.8 | -1.79 | CCOC(=O)c1c(-c2cccs2)csc1NC(=O)CN1CC(C)OC(C)C1 (configuration not stated) |
| -6.9 | -0.05 | 0.13 | CC(C)CNC(=O)NC(=O)COc1ccc(C=O)cc1 |
| 42.9 | x | x | O=C(O)CN1C(=O)C2C3CC(C2C1=O)C1C(c2ccc(Cl)cc2)c2sc(=O)[nH]c2SC31 (configuration not stated) |
| x | 0.24 | -0.67 | COc1cc2oc(=O)c3c(c2cc1OCC(=O)c1c(C)n(C)c2ccccc12)CCCC3 |
| -30.8 | 0.49 | 0.22 | CCc1cc(Br)ccc1N1C(=O)C2CC=CCC2C1=O (configuration not stated) |
| -3.6 | -0.57 | -1.12 | c1ccc(Sc2nc(N3CCCCC3)nc(N3CCCCC3)n2)nc1 |
| 36.1 | 0.18 | -0.69 | O=C(Nc1cccc2cccnc12)c1cccc2ccccc12 |
| x | 0.25 | -0.84 | CC(/C=C/c1ccc(N(C)C)cc1)=N\N=C(/N)SC1CC(=O)N(c2ccc(C(=O)O)cc2)C1=O (configuration not stated) |
